Bim-Bfl-1 = human Bim-Bfl-1 interaction inhibition; Bead-based flow cytometry, Bim-Bfl-1 binding inhibition; inhibition, % at 10 µM; hit rate 0.12% among 190,000;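 also: 0% = wells without compound plus tracer and 100% = blocker peptide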
Cdc42 wt GTP = modulators (inhibitors or activators) of GTP binding to human Cdc42 wildtype; GST-Cdc42 beads, Bodipy-GTP binding, flow cytometry; actives lie on both sides; percent activity (GTP binding), % at 10 µM; hit rate 0.2% among 190,000; AID 761;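 active = percent activity GTP binding at least 20 points away from the 100% baseline, either down as inhibitor or up as activator; inconclusive = compound flagged as likely green fluorescent from well-wide comparison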;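 also: median bead fluorescence of bound Bodipy-FL-GTP at 100 nM; 0% = excess unlabeled GTP control and 100% = no compound control; below 100% means less GTP binding so inhibitor and above means activator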
HRas wt GTP bind = modulators of GTP binding to human HRas wildtype | GTP binding activity, % at 10 µM | GST-Ras wt beads, Bodipy-FL-GTP binding, flow cytometry; actives lie on both sides | AID 759 | hit rate 0.14% among 190,000;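 active = GTP binding activity at least 20% away from the 100% baseline, either lowered as inhibitor or raised as activator; inconclusive = flagged as likely green fluorescent, judged across all proteins in the well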;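 also: 0% = unlabeled GTP competition control and 100% = no-compound control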
Target sequence (P01112 whole entry, looked up): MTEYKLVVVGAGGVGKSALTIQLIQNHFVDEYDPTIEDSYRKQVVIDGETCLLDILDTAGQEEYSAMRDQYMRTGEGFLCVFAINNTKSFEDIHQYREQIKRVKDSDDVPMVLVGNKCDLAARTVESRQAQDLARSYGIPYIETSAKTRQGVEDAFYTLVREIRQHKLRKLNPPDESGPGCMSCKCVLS
Bcl-B Bim block = human Bim-Bcl-B interaction inhibition; AID 951; hit rate 0.073% among 190,000; bead-based flow cytometry, Bim peptide-Bcl-B binding; inhibition, % at 10 µM; Q9HD36;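 also: 0% = tracer peptide without compound and 100% = reference inhibitor peptide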
Target sequence (Q9HD36 whole entry, looked up): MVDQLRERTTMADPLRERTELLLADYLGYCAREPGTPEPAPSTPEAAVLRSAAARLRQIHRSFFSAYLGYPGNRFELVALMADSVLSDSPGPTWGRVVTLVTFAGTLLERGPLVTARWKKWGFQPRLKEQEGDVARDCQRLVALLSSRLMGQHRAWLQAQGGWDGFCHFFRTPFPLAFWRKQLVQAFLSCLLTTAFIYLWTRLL
Bcl-2 Bim block = disrupts Bim peptide binding to human Bcl-2; hit rate 0.06% among 190,000; P10415; AID 950; inhibition, % at 10 µM; Bead-based flow cytometry, Bim peptide-Bcl-2 binding; in the data active = inhibition above about 40%; inconclusive = no clear call, values can overlap the other calls;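 also: 0% = no compound wells with probe peptide and 100% = reference peptide inhibitor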
Target sequence (P10415 whole entry, looked up): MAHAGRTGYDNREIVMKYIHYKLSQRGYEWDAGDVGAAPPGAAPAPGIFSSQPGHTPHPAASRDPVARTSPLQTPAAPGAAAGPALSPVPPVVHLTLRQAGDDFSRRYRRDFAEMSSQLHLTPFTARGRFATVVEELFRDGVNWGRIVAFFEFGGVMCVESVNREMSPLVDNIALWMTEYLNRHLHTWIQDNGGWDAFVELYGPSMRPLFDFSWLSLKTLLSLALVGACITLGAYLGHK
Bcl-W Bim block = human Bim-Bcl-W interaction inhibition; Q92843; bead-based flow cytometry, Bim peptide-Bcl-W binding; inhibition, % at 10 µM; hit rate 0.02% among 190,000;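 also: 0% = bound tracer without compound and 100% = peptide blocker; higher means less fluorescent Bim peptide bound to Bcl-W beads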
Target sequence (Q92843 whole entry, looked up): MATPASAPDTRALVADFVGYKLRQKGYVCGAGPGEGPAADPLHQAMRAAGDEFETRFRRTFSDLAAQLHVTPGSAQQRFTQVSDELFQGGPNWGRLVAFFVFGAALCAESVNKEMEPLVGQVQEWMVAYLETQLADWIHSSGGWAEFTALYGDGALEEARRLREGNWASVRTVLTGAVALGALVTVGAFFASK
Rab2 wt GTP = changes GTP binding to wildtype dog Rab2A, up or down. GST-Rab2 wt beads, Bodipy-GTP binding, flow cytometry. hit rate 0.19% among 190,000. GTP binding activity, % at 10 µM. P61105;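 active = GTP binding activity at least 20 points away from 100%, either lowered or raised; inconclusive = signal likely due to the compound's own green fluorescence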;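 also: 0% = beads with excess unlabeled GTP and 100% = no-compound control corrected for plate trend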
Bim-Bcl-XL = human Bim-Bcl-XL interaction inhibition | Q07817 | Bim peptide-Bcl-XL binding, bead flow cytometry, fluorescence | inhibition, % at 10 µM | hit rate 0.04% among 190,000
Target sequence (Q07817 whole entry, looked up): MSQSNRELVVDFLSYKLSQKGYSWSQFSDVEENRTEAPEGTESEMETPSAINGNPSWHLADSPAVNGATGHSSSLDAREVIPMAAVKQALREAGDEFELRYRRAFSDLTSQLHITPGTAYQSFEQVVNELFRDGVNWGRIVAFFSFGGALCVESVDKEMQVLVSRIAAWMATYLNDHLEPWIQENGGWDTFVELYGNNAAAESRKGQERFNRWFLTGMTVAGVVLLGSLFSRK
Rac1 wt GTP bind = human Rac1 wildtype GTP binding, inhibitors and activators; P63000; GST-Rac1 beads, fluorescent GTP binding, flow cytometry; actives lie on both sides; 0 = cold GTP competed, 100 = untreated; GTP binding activity (% of control), % at 10 µM; hit rate 0.27% among 190,000;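 active = GTP binding activity at least 20 points away from the 100% control level, either lower or higher; inconclusive = compound flagged as likely green fluorescent, judged across all proteins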
Rab7 wt GTP bind = modulators of GTP binding to dog Rab7 wildtype GTPase; GST-Rab7 beads, fluorescent GTP binding, flow cytometry; actives lie on both sides; untreated = 100%, excess cold GTP = 0%; GTP binding activity (percent of control), % at 10 µM; AID 758; hit rate 0.055% among 190,000;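 active = fluorescent GTP binding to Rab7 beads changed by at least 20 points from the 100% baseline, either direction, mostly lower; inconclusive = compound itself probably fluorescent, or too few beads counted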;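 also: median green fluorescence of bound Bodipy-FL-GTP per Rab7 bead population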
Rac1 act GTP bind = modulators of GTP binding to human Rac1 activated mutant; percent activity (GTP binding), % at 10 µM; GST-Rac1 activated beads, fluorescent GTP binding, flow cytometry; actives lie on both sides; 100% means binding = to untreated wells; hit rate 0.11% among 190,000; AID 764;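 active = GTP binding at least 20 percentage points away from the 100% baseline, in either direction, so actives lie on both sides; inconclusive = Compound likely fluorescent itself, or too few beads counted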
An asterisk follows results filed as active; ? = inconclusive. Rule as the data show it, unless noted: active = inhibition above about 40%.

[1] Cn1c(N=Nc2ccccc2)nc2ccccc21
[2] CCOc1cc(C2c3c(n[nH]c3C)C(=O)N2c2ccc(C)cc2)ccc1O (stereo not given)
[3] CN1CCN(C(=O)CNc2ccc(C(F)(F)F)cc2[N+](=O)[O-])CC1
[4] O=C1c2ccc(Br)cc2C(=O)N1c1ccc(Cc2ccncc2)cc1
[5] CCc1ccc(-c2nc(CS(=O)CC(=O)NCc3cccnc3)c(C)o2)cc1 (stereo not given)
[6] Cn1c(=O)c2c(nc(SCC(=O)Nc3ccccc3)n2C)n(C)c1=O
[7] COc1ccc(/C=N/NC(=O)c2cccc(C(F)(F)F)c2)cc1
[8] Cc1nc(N(C)C)c2sc(=S)n(C)c2n1
compound no.,1,2,3,4,5,6,7,8
Bim-Bfl-1,-18,-8,-5,-5,-9,-12,-7,-4
Cdc42 wt GTP,104,101,94,95,104,101,95,101
HRas wt GTP bind,103,100,94,95,103,102,95,100
Bcl-B Bim block,-8,-8,-1,-6,-8,-4,0,-3
Bcl-2 Bim block,-5,-8,0,-3,-5,-7,-4,-4
Bcl-W Bim block,-4,0,-2,1,0,0,-1,1
Rab2 wt GTP,101,100,97,94,103,98,97,101
Bim-Bcl-XL,-5,-1,-1,0,1,-1,0,0
Rac1 wt GTP bind,106,103,89,100,108,105,92,105
Rab7 wt GTP bind,104,102,90,94,99,101,102,101
Rac1 act GTP bind,100,98,95,95,101,99,93,99

[9] c1ccc2c(-c3nc(C4CCCCC4)no3)cc(-c3ccncc3)nc2c1
[10] COc1cc(CN2CCCC(CO)(Cc3ccccc3C)C2)cc2c1OCO2 (stereo not given)
[11] COc1ccc2c(c1)CC/C2=N\OC(=O)c1ccccc1C
[12] CS(=O)(=O)c1ccc2nc(NC(=O)Oc3ccccc3)sc2c1
[13] O=C1Nc2ccccc2N(O)N1c1ccc(Cl)cc1
[14] Cc1cc(C)nc(SCc2ccc(C(=O)NNC(=O)Nc3cccc(Cl)c3)cc2)n1
[15] COc1ccc(C(=O)Oc2cc(C)[nH]c(=O)c2[N+](=O)[O-])cc1
[16] N#CC(C#N)=C1C=CC=CN1/C(=C\c1ccco1)C(=O)c1ccccc1
compound no.,9,10,11,12,13,14,15,16
Bim-Bfl-1,-4,-4,-2,-10,7,-15,0,30
Cdc42 wt GTP,98,101,98,98,99,101,98,86
HRas wt GTP bind,99,98,95,102,97,98,98,94
Bcl-B Bim block,-3,-2,-4,-6,4,-7,-2,-18
Bcl-2 Bim block,-4,-3,1,-7,5,-4,0,7
Bcl-W Bim block,2,0,-1,-1,0,-7,-2,5
Rab2 wt GTP,97,97,99,100,96,98,98,93
Bim-Bcl-XL,3,-2,-5,-2,2,-7,0,0
Rac1 wt GTP bind,99,103,96,102,100,103,101,97
Rab7 wt GTP bind,97,98,104,100,95,98,94,97
Rac1 act GTP bind,96,99,92,99,94,99,98,91

[17] COc1ccc(-c2nc(CS(=O)(=O)CC(=O)NCCc3cc(OC)ccc3OC)c(C)o2)cc1
[18] NC(=NCCc1ccc(Cl)cc1)NS(=O)(=O)c1ccc(F)cc1
[19] O=C(NCc1cccnc1)C(=O)Nc1ccc2c(c1)OCO2
[20] COc1ccc(C(=O)N=C2CCC(C#N)=C3c4cc(OC)c(OC)cc4CCN23)cc1
[21] CCCCCCCC(=O)N/N=C/c1ccc(Br)cc1
[22] O=C1CS/C(=N\C(=O)N2c3ccccc3Sc3ccccc32)N1
[23] NCCSc1c(-c2ccccc2)[nH]c2ccccc12
[24] COCCn1c(SCC(=O)Nc2ccccc2)nc2c(oc3ccccc32)c1=O
compound no.,17,18,19,20,21,22,23,24
Bim-Bfl-1,0,0,9,-16,-10,-14,-1,-6
Cdc42 wt GTP,98,98,95,101,94,94,96,102
HRas wt GTP bind,101,97,98,100,95,96,97,98
Bcl-B Bim block,0,-4,0,-9,-9,-10,-2,-4
Bcl-2 Bim block,-1,0,19,-11,-5,-8,-1,-2
Bcl-W Bim block,-1,0,-8,-8,0,-2,-1,0
Rab2 wt GTP,99,96,100,99,92,91,97,101
Bim-Bcl-XL,1,-2,-7,-9,-6,0,0,0
Rac1 wt GTP bind,100,98,100,102,96,91,98,99
Rab7 wt GTP bind,101,100,103,96,96,91,97,98
Rac1 act GTP bind,98,96,98,102,92,89,97,95

Single records, as listed above. Values in the order: Bim-Bfl-1	Cdc42 wt GTP	HRas wt GTP bind	Bcl-B Bim block	Bcl-2 Bim block	Bcl-W Bim block	Rab2 wt GTP	Bim-Bcl-XL	Rac1 wt GTP bind	Rab7 wt GTP bind	Rac1 act GTP bind
Entry for O=C(NCc1cccnc1)C(=O)Nc1ccc2c(c1)OCO2 = 9	95	98	0	19	-8	100	-7	100	103	98
Entry for NC(=NCCc1ccc(Cl)cc1)NS(=O)(=O)c1ccc(F)cc1 = 0	98	97	-4	0	0	96	-2	98	100	96
Entry for O=C1CS/C(=N\C(=O)N2c3ccccc3Sc3ccccc32)N1 = -14	94	96	-10	-8	-2	91	0	91	91	89
Entry for NCCSc1c(-c2ccccc2)[nH]c2ccccc12 = -1	96	97	-2	-1	-1	97	0	98	97	97
Entry for COCCn1c(SCC(=O)Nc2ccccc2)nc2c(oc3ccccc32)c1=O = -6	102	98	-4	-2	0	101	0	99	98	95

(list continues)
[25] CCOC(=O)c1c(C)[nH]c(C)c1C(=O)COC(=O)C1CCCN1S(=O)(=O)c1ccccc1F (stereo not given)
[26] O=C1CCCN1C(=O)CCC(=O)N1CCCC1=O
[27] CCc1ccc(N2C(=O)CC(NNc3nc4ccccc4s3)C2=O)cc1 (stereo not given)
[28] Cc1onc(-c2ccccc2Cl)c1C(=O)Nc1cccc(-c2nc3ncccn3c2C)c1
[29] Cc1cc(C)nc(SCCC(=O)Nc2ccccc2)n1
[30] CCC12CC3CC(C1)CC(C(=O)O)(C3)C2
[31] CCc1c(C)nc2[nH]nc(-c3ccccc3C)n2c1=O
[32] CCCn1ncc(CN2CCC(N3CCC(C(=O)N4CCOCC4)CC3)CC2)c1C
compound no.,25,26,27,28,29,30,31,32
Bim-Bfl-1,-6,-2,-9,-9,-11,0,-5,-5
Cdc42 wt GTP,99,?,99,104,100,93,92,100
HRas wt GTP bind,99,?,98,100,98,95,95,100
Bcl-B Bim block,-2,0,-14,-6,-13,1,-7,-2
Bcl-2 Bim block,-2,0,-6,-5,-6,2,-5,-2
Bcl-W Bim block,2,-3,-8,2,0,0,0,-2
Rab2 wt GTP,97,?,100,98,98,98,94,100
Bim-Bcl-XL,-4,-1,-9,0,-7,3,0,-3
Rac1 wt GTP bind,101,?,103,103,105,94,93,102
Rab7 wt GTP bind,95,?,102,98,97,97,94,103
Rac1 act GTP bind,97,?,98,100,98,96,90,99

[33] CCOC(=O)c1ccc(NC(=O)N2CCN(Cc3ccccc3)CC2)cc1
[34] O=C(O)C1C(c2ccccc2)C(C(=O)OCCCO)C1c1ccccc1 (stereo not given)
[35] O=C(NCc1cccs1)c1cnc2ccccn2c1=O
[36] COc1cc(CC(=O)OCC(=O)N2CC(=O)Nc3ccccc32)cc(OC)c1OC
[37] O=C(NNc1nc(-c2ccc(Cl)cc2)cs1)c1ccco1
[38] COc1ccc(CCN2C(=O)/C(=C\c3ccco3)SC2=S)cc1OC
[39] CCOC(=O)C(C(=O)OCC)C(Nc1ccccc1)c1ccccc1 (stereo not given)
[40] O=C1COc2ccc(S(=O)(=O)Nc3ccc4c(c3)OCO4)cc2N1
compound no.,33,34,35,36,37,38,39,40
Bim-Bfl-1,4,-1,-2,-3,-4,7,-13,-1
Cdc42 wt GTP,94,99,101,99,99,87,102,95
HRas wt GTP bind,98,98,99,98,98,89,99,99
Bcl-B Bim block,-2,1,-4,-2,-5,-18,-7,-7
Bcl-2 Bim block,0,-8,-5,-2,-4,3,-7,-2
Bcl-W Bim block,-4,0,-5,-2,-3,-2,-6,0
Rab2 wt GTP,98,96,98,97,96,91,100,99
Bim-Bcl-XL,-5,0,-6,-4,-8,0,-6,-3
Rac1 wt GTP bind,95,97,103,100,96,89,101,102
Rab7 wt GTP bind,102,98,100,101,98,95,94,105
Rac1 act GTP bind,92,95,96,98,99,89,102,95

[41] COc1ccc(-c2nn3c(-c4ccco4)nnc3s2)cc1OC
[42] CCCCCCOC(=O)C(C#N)c1nc2ccccc2nc1N1CCN(C)CC1 (stereo not given)
[43] O=c1oc2ccc(Br)cc2cc1S(=O)(=O)c1ccc(F)cc1
[44] CCN(CC)C(=O)CSc1nnc2sc3ccccc3n12
[45] CS(=O)(=O)c1ccc(N)cc1
[46] CS(=O)(=O)N(CC(=O)NCC1CCCO1)c1cc(Cl)cc(Cl)c1 (stereo not given)
[47] CCOC(=O)c1ccc(NC(=O)N2CCN(Cc3cccc(F)c3)CC2)cc1
[48] COc1ccc(CCNC(=O)C2CCC(=O)N2CCc2ccccc2)cc1OC (stereo not given)
compound no.,41,42,43,44,45,46,47,48
Bim-Bfl-1,-1,0,18,1,-8,-10,-11,-5
Cdc42 wt GTP,68*,98,99,100,104,99,101,102
HRas wt GTP bind,68*,100,99,98,104,99,102,103
Bcl-B Bim block,14,0,12,-10,-5,-9,-10,0
Bcl-2 Bim block,3,0,16,5,-2,-6,-7,-1
Bcl-W Bim block,17,0,10,-1,1,0,0,0
Rab2 wt GTP,71*,98,97,98,101,98,101,102
Bim-Bcl-XL,-3,-1,16,-9,-3,6,0,-1
Rac1 wt GTP bind,70*,97,101,104,110,99,103,105
Rab7 wt GTP bind,88,98,98,96,104,98,102,97
Rac1 act GTP bind,82,96,98,97,101,97,98,100

[49] N#CCCn1cc(/C=N/NC(N)=S)c(-c2ccccc2)n1
[50] Cc1nn(CC(N)=O)c(=O)c2ccccc12
[51] CCOc1ccc2[nH]c(=O)c(CN(CCN3CCCC3)C(=S)Nc3ccccc3OCC)cc2c1
[52] CCOc1c(Cl)cnn(-c2ccc(C)cc2)c1=O
[53] O=C(COC(=O)c1cc[n+]([O-])cc1)NCCc1ccc(Cl)cc1Cl
[54] COc1ccccc1NS(=O)(=O)c1ccc(O)c(C(=O)OCc2cccc([N+](=O)[O-])c2)c1
[55] COc1ccccc1NC(=O)CN1C(=O)C(C)Oc2ccccc21 (stereo not given)
[56] COc1ccc(-c2cn3cccnc3n2)cc1NC(=O)C1CC1
compound no.,49,50,51,52,53,54,55,56
Bim-Bfl-1,-2,0,0,-3,-6,-5,-10,0
Cdc42 wt GTP,97,102,97,105,98,91,97,98
HRas wt GTP bind,99,101,95,102,95,94,98,100
Bcl-B Bim block,-2,-7,-4,1,-5,-3,-10,-4
Bcl-2 Bim block,0,1,0,0,-1,0,-11,0
Bcl-W Bim block,0,-2,-2,1,0,-3,-2,0
Rab2 wt GTP,103,105,95,102,96,92,95,100
Bim-Bcl-XL,0,-2,-1,0,-3,-5,-19,0
Rac1 wt GTP bind,102,104,97,105,95,97,101,99
Rab7 wt GTP bind,104,106,96,102,95,95,97,101
Rac1 act GTP bind,96,97,96,100,96,94,99,97

Source: PubChem (NMMLSC)
